Nrf2 ARE act = qHTS of Nrf2 Activators. AREc32 ARE-luciferase reporter (MCF7-derived line), luminescence, 24 h. Potency, µM (top dose mostly 46.1 µM), for the others: at the top dose activation, usual class: activators. 410,000 compounds, 0.31% hits. AID 624171, 2012; also: potency is read from the fitted curve at half-maximal effect; % of control where 0% means no effect; nearly all actives have a fitted effect of over 65% in size
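Quantitative high-throughput format: AREc32 reporter cells, 1000 per well, received compound by pin transfer and were incubated 24 hr at 37 deg C, 5% CO2, before Steady-Glo luminescence detection.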
EPAC2 agonist = qHTS for Agonist of cAMP-regulated guanine nucleotide exchange factor 4 (EPAC2): primary screen. Rap guanine nucleotide exchange factor 4 (Homo sapiens), Q8WZA2. EPAC2 activation, biochemical qHTS; response scale: 100% = 6.5 mM cAMP response. Potency, µM (top dose mostly 154 µM), for the others: at the highest dose activation, most hits filed as activators. 360,000 compounds, 0.079% hits. AID 720711, 2013; also: potency is read from the fitted curve at half-maximal effect; nearly all actives have a fitted effect of over 50% in size
Target sequence (Q8WZA2 whole entry, looked up): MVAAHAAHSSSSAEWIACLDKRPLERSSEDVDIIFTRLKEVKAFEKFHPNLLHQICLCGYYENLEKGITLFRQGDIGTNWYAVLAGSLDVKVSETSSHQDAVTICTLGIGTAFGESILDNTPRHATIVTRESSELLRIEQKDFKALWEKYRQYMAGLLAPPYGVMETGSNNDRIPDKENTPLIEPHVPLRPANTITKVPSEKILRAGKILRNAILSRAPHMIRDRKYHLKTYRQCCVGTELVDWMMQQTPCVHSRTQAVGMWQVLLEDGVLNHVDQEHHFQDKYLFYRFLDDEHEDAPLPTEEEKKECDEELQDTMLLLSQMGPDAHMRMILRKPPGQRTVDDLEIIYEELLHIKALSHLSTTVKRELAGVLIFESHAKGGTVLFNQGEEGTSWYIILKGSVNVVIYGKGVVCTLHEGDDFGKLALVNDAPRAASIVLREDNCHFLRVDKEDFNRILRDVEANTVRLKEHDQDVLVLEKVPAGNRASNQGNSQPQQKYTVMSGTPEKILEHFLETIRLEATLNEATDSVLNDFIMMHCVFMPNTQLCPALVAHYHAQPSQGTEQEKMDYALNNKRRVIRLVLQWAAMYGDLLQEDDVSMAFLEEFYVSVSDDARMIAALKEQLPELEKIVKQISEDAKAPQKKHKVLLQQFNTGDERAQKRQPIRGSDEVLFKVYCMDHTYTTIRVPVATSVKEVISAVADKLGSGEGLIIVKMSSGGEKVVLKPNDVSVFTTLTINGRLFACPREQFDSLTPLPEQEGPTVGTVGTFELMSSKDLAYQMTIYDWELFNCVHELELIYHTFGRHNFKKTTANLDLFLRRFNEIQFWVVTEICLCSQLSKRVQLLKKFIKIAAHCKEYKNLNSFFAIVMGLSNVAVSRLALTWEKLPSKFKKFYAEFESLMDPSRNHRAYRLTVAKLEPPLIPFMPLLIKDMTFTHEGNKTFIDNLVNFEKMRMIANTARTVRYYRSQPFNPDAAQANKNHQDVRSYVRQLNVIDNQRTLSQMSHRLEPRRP
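Each well held 100 nM EPAC2, 250 nM RAP1B-BODIPY-GDP and 50 uM GDP. Fluorescence, read at 5-min intervals to 30 min, was referenced to a 6.5 mM cAMP positive control.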
IL-2 act = qHTS of IL-2 Activators; AID 652025, 2013; 360,000 compounds, 0.065% hits; IL-2 activation reporter assay, cell-based qHTS; stimulated with anti-CD3/CD4/CD28 beads; in transgenic mouse T cells; activation, % (series mostly up to about 46 µM); in the data active = activation above about 50%; inconclusive = mostly about 30% to 49%; also: 0% is about no effect
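Quantitative HTS in unstimulated transgenic mouse T cells, with memory T cells as non-tolerant control and PMA/ionomycin as tolerance-bypass control. Compound pretreatment lasted 60 minutes before 18 h bead stimulation; EGFP/DsRed fluorescence read.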
TGFb SMAD3 inh = qHTS for Inhibitors of TGF-b; HepG2 CAGA-GFP TGF-b/SMAD3 reporter, GFP fluorescence, 18 h; TGF-beta stimulated, 500 pg/mL final; AID 588855, 2011; Potency, µM (titrated, usually from 46.1 µM), inactives show top-dose activity, negative = inhibition, usual class: inhibitors; 410,000 compounds, 1.2% hits; also: potency is read from the fitted curve at half-maximal effect; % is scaled to controls: 0 for no effect and ±100 for the full control effect; nearly all actives have a fitted effect of over 65% in size
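First, reporter cells (HEPG2 CAGA-GFP) rested 2 h at 37 degrees C. Next, compounds were pinned in and TGF-beta added to 500 pg/mL final. After 18 h, GFP was imaged per cell and summed per well.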
HepG2 viability = qHTS for Inhibitors of TGF-b: Cytotox Counterscreen | AID 588856, 2011 | 410,000 compounds, 0.76% hits | HepG2 CAGA-GFP viability, ATP luminescence, 18 h | Potency, µM (series often up to 46.1 µM), for inactives: at the top dose activity change, negative = cytotoxicity, most hits filed as cytotoxic; also: potency is read from the fitted curve at half-maximal effect; some results filed as inactive show a strong effect at the top dose
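HepG2 CAGA-GFP cells (1000/well, DMEM with 1% FBS) received compound, then TGF-beta at 500 pg/mL final, and were incubated 18 hours at 37 degrees C. Viability was read by CellTiter-Glo luminescence. Media-only wells were set as complete cell-killing and DMSO as no toxicity.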
Nrf2 inh = Nrf2 qHTS screen for inhibitors; A549 ARE-Fluc reporter, luciferase luminescence, 18-24 h; Potency, µM (top dose mostly 46 µM), for the others: at the highest dose activity change, negative = inhibition, most hits filed as inhibitors; 360,000 compounds, 2.1% hits; also: potency is read from the fitted curve at half-maximal effect; % is scaled to controls: 0 for no effect and ±100 for the full control effect; nearly all actives have a fitted effect of over 60% in size
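Concentration-response testing used A549 ARE_Fluc cells at 5000 cells/well. Following an 18-24 h compound incubation, viability was read by fluorescence (Ex 405/Em 525) and luciferase output by luminescence.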
A549 tox = Nrf2 qHTS screen for inhibitors: counterscreen for cytotoxicity; Potency, µM (doses to about 46 µM), for inactives: at the top dose activity change, negative = cytotoxicity, most hits filed as inhibitors; 390,000 compounds, 0.16% hits; A549 ARE-Fluc cells, CellTiter-Fluor viability, 18-24 h; AID 504648, 2011; also: potency is read from the fitted curve at half-maximal effect; % is scaled to controls: 0 for no effect and ±100 for the full control effect
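A549 ARE_Fluc cells in 5% FBS OPTI-MEM were exposed to compounds in concentration-response for 18-24 h at 37 deg C. Viability was read by CellTiter-Fluor fluorescence (Ex 405/Em 525) after 30 min, before the luciferase read.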
S2 tox = Viability Counterscreen for Primary qHTS for Inhibitors of ATXN expression; S2 cells (HEK-293 line with an ATXN2-luciferase reporter) viability, CellTiter-Fluor protease fluorescence, 24 h; Potency, µM (doses to about 56.7 µM), hits mostly cytotoxic; 400,000 compounds, 0.49% hits; AID 651635, 2014; also: potency is read from the fitted curve at half-maximal effect; nearly all actives have a fitted effect of over 40% in size
ATXN2 expr inh = Primary qHTS for Inhibitors of ATXN expression; HEK-293 ATXN2-luciferase reporter, luminescence, 24 h; Potency, µM (series often up to 57 µM), inactives show top-dose activity change, negative = inhibition, actives largely listed as inhibitors; 360,000 compounds, 0.72% hits; AID 1745845, 2022; also: potency is read from the fitted curve at half-maximal effect; % is scaled to controls: 0 for no effect and ±100 for the full control effect; nearly all actives have a fitted effect of over 55% in size
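ATXN2-luciferase reporter cells (luciferase flanked by upstream and downstream ATXN2 gene portions) were treated 24 h at 37 °C with compounds at up to 57 uM. SteadyGlo luminescence gave expression; GF-AFC fluorescence gave viability.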
The depositor's hits bear a star; i = inactive; ? = inconclusive; · = not tested or not shown; & = joins results of further samples; [ ] = another dose, or the depositor's remark. Unless noted, calls follow the shape of the dose curve; as a rule, active = well fitted curve in the direction sought with a large enough effect; inconclusive = small, poorly fitted or top-dose-only effect, or another doubt; inactive = no such curve, though single readings can be large; an effect the other way counts as inactive or inconclusive.

SMILES	Nrf2 ARE act	EPAC2 agonist	IL-2 act	TGFb SMAD3 inh	HepG2 viability	Nrf2 inh	A549 tox	S2 tox	ATXN2 expr inh
COc1cc(C(=O)NCc2ccc3c(c2)OCO3)c([N+](=O)[O-])cc1OC	-0.4%	-4%	0.5	14%	1%	5%	3%	i	·
O=C(Nc1ccccc1F)c1ccco1	0.6%	8%	-1.0	-14%	8%	?	0%	i	14%
Cc1ccc(-c2nc3ccccc3s2)cc1NC(=S)NC(=O)c1cccc2ccccc12	-0.8%[9.22 µM]	9%	1.2	?	-3%	?	10%	i	1%
CCCn1nc(C(=O)OCC(=O)Nc2ncc(Cl)c(C)c2Cl)c2ccccc2c1=O	-0.5%	-3%	-3.8	6%	-24%	10%	1%	i	-20%[11.3 µM]
CCOc1ccc(NC(=S)N(CCCN2CCOCC2)Cc2cn(C)c3ccccc23)cc1	3.0%	4%	-1.0	-2%	-33%	16%	-13%	i	-37%
CN(C)CCOC(=O)COc1ccc(Cl)cc1	0.3%	5%	1.3	-24%	-36%	-2%	-4%	i	-2%&22%
CC(=O)Nc1ccc2c(COC(=O)[C@@H](NS(=O)(=O)c3ccc(C)cc3)C(C)C)cc(=O)oc2c1	0.2%	-5%	0.2	12%	-22%	-14%	-6%	i	-30%
CC(=O)NCCc1ccc(S(=O)(=O)NC2OC(=O)c3ccccc32)cc1 (configuration not stated)	-0.4%	5%	4.9	6%	1%	-5%	-8%	i	-2%
Cn1c(CNC(=O)c2ccco2)nnc1SCC(=O)c1ccc(F)cc1	-0.3%	5%	-3.7	3%	-3%	0%	3%	i	5%
O=C(NCC12CC3CC(C1)CC(CNC(=O)N1CCCC1)(C3)C2)N1CCCC1	-0.1%	0%	-2.4	-16%	-1%	3%	0%	i	-1%
O=C(COC(=O)COc1ccc2ccccc2c1)NCC(F)(F)F	1.2%	1%	-3.1	-3%	-7%	15%	2%	i	-3%
O=C(NC(=S)Nc1ccccc1Cl)c1cncc(Br)c1	0.5%	6%	-1.1	?	0%	-2%	-2%	i	-3%
CCOCCc1nn2c(=O)cc(COC(=O)CNC(=O)c3cccc(C)c3)nc2s1	5.6%	·	·	-30%	-36%	?	11%	i	-4%
COc1ccccc1NS(=O)(=O)c1ccc(C(=O)NCC(c2ccco2)N2CCCCC2)cc1 (configuration not stated)	3.4%	-2%	0.0	-24%	-29%	-12%	5%	i	4%
Cc1cc2nc(-c3ccco3)c(CC(C)(C)C)n2c(C)c1Br	29%	10%	-0.5	?	-14%	·	·	i	12%
C/C(=N\NC(N)=O)C1(C)CCCCC1	-0.2%	10%	-4.1	-2%	7%	20%	9%	i	3%
COC(=O)Cn1c(CN2CCOCC2)nc2c1c(=O)n(C)c(=O)n2C	0.5%	-2%	-2.3	-14%	6%	-14%	0%	i	-8%
COc1ccc(NC(NC(=O)c2cccnc2)C(Cl)(Cl)Cl)cc1 (configuration not stated)	0.4%	-10%	-0.4	0%	-21%	?	2%	i	-2%
Cc1nn(CCCC(=O)NCc2ccco2)c(=O)c2nn(-c3ccccc3)c(C)c12	0.0%	9%	-2.1	-1%	0%	1%	10%	i	-13%
COc1cnc(N(C)C)nc1Sc1ccc(Cl)cc1	0.5%	1%	-2.7	6%	-11%	-27%	-6%	i	0%
Cc1ccc2c(c1)N(C(=O)CSc1nncn1C)C(C)(C)c1ssc(=S)c1-2	2.3%	16%	-0.5	10%	0%	·	?	?	-30%
Cc1c(C#N)c2ccccc2n1CC(=O)NCC1CCCO1 (configuration not stated)	0.2%	4%	-1.7	-6%	-2%	-27%	-2%	i	5%
COc1ccccc1NC(=O)c1c(NC(=O)c2cccs2)sc2c1CCC(C(C)(C)C)C2 (configuration not stated)	-0.7%	·	·	-12%	-12%	6%	6%	i	-3%
Cc1c(NCc2cc(Cl)ccc2O)c(=O)n(-c2ccccc2)n1C	0.4%	30%	-0.2	7%	-24%	19%	1%	i	-4%
O=S(=O)(CCSc1nc2ccccc2o1)c1nc2ccccc2s1	-3.0%	12%	-2.7	?	-102%	-2%	-1%	·	28µM*
COc1cc(-c2noc(-c3ccc(NCc4cccnc4)c([N+](=O)[O-])c3)n2)cc(OC)c1OC	2.1%	·	·	-3%	-3%	?	-16%	i	-7%
COc1ccccc1-c1nc(C#N)c(N2CCC(C(N)=O)CC2)o1	2.3%	10%	-2.0	4%	-10%	0%	5%	?	-2%
Cc1cccc(C)c1NC(=O)C(C)Sc1nnc(C)n1CC1CCCO1 (configuration not stated)	-0.9%	4%	-0.7	-1%	-10%	6%	-2%	i	5%
Cc1nn(C)cc1C(C)NCc1c(C(=O)N2CCCCCCC2)nc2ccc(Cl)cn12 (configuration not stated)	-0.3%	8%	0.4	8%	0%	12%	6%	i	·
CCOc1ccc(-c2nc(C#N)c(NCC3CCCO3)o2)cc1 (configuration not stated)	1.3%	1%	-1.1	2%	-20%	-15%	-7%	·	·
CCNc1nc(NC(C)C)nc(N(C)C#N)n1	0.0%	-3%	-3.4	2%	0%	-2%	0%	i	3%
CC1(C2CC2)NC(=O)N(CC(=O)Nc2ccc(SC(F)F)cc2)C1=O (configuration not stated)	2.8%	2%	-0.3	12%	12%	?	2%	i	21%
O=C(NNC(=O)C(O)(c1ccccc1)c1ccccc1)C1CC1	-0.9%	13%	0.7	-1%	-13%	1%	-2%	i	-12%
CCN1CCN(C(=O)CCN2C(=O)c3ccccc3C2=O)CC1	4.3%	8%	-2.0	-13%	2%	-1%	1%	i	-30%
Cc1ccc(C(=O)O)cc1S(=O)(=O)N1CCC(C(=O)O)CC1	-0.2%	13%	-1.8	-2%	5%	·	8%	i	-1%
COCCN(C(=O)CSCC(=O)Nc1ccc(C)cc1)c1c(N)n(CC(C)C)c(=O)[nH]c1=O	0.1%	0%	-2.5	-1%	-1%	9%	-2%	i	0%

Of the compounds above, four contain fluorine.
SMILES	Nrf2 ARE act	EPAC2 agonist	IL-2 act	TGFb SMAD3 inh	HepG2 viability	Nrf2 inh	A549 tox	S2 tox	ATXN2 expr inh
O=C(Nc1ccccc1F)c1ccco1	0.6%	8%	-1.0	-14%	8%	?	0%	i	14%
Cn1c(CNC(=O)c2ccco2)nnc1SCC(=O)c1ccc(F)cc1	-0.3%	5%	-3.7	3%	-3%	0%	3%	i	5%
O=C(COC(=O)COc1ccc2ccccc2c1)NCC(F)(F)F	1.2%	1%	-3.1	-3%	-7%	15%	2%	i	-3%
CC1(C2CC2)NC(=O)N(CC(=O)Nc2ccc(SC(F)F)cc2)C1=O (configuration not stated)	2.8%	2%	-0.3	12%	12%	?	2%	i	21%

Carrying on:
SMILES	Nrf2 ARE act	EPAC2 agonist	IL-2 act	TGFb SMAD3 inh	HepG2 viability	Nrf2 inh	A549 tox	S2 tox	ATXN2 expr inh
COC(=O)c1ccccc1NC(=O)C1CC(=O)N(c2ccc(F)cc2)C1 (configuration not stated)	-0.4%	4%	0.6	-9%	-3%	·	-1%	i	-10%
C[C@@H]1CC2OC(=O)[C@@]3(C)C(=O)CC[C@@](C)(C23)[C@@]1(O)CCc1ccoc1 (some centres not stated)	0.1%	4%	0.6	9%	-6%	-14%	0%	i	11%
CCN1C(=O)[C@H]2[C@@H](c3ccc(C)cc3)N3C(=O)N(c4cccc(F)c4)C(=O)[C@@]3(CC)[C@H]2C1=O	0.2%	2%	0.5	8%	1%	-7%	1%	i	-5%
Cn1c(=O)c2c(nc(NCCNC(=O)c3ccco3)n2Cc2ccc(Cl)cc2Cl)n(C)c1=O	-0.6%	8%	-1.2	2%	-12%	-4%	18%[1.84 µM]	i	-34%
Oc1ccc(/C=N/N(Cc2ccccc2)c2ccccc2)cc1	3.1%	18%	-0.6	?	-34%	?	-12%	i	-27%
CCCCc1nnc(SCCSc2nnc(CCCC)n2N)n1N	0.3%	-1%	-1.0	-12%	-10%	0%	-16%	i	5%
CCn1c(=O)n(-c2ccc(Cl)cc2)c(=O)c2c3c(sc21)COC(C)(C)C3	0.1%	10%	-2.2	-1%	5%	-9%	3%	i	0%
Cc1cccc(Nc2cc(=O)[nH]c(=O)[nH]2)c1	-0.2%	11%	1.0	?	21%	9%	8%	i	0%
O=C(COC(=O)C1CC2CCCC(C1)C2=O)NC1CCCCC1 (configuration not stated)	-0.5%	4%	0.4	-18%	-7%	8%	-1%	i	·
CCOc1ccc(CCN2C(=O)C(=O)N([C@@H](CC(C)C)CN3CCC[C@@H]3CN3C(=O)C(=O)NC[C@@H]3CC(C)C)C[C@@H]2Cc2ccccc2)cc1	-0.2%	-5%	2.5	20µM*	-2%	·	·	·	?
CCOc1ccc2c(c1)c(N=NC(N)=S)c(O)n2C	3.1%	11%	0.0	-4%	-20%	4%	-1%	i	-33%
O=C(Nc1nnc(CCc2ccccc2)s1)C1CCN(C(=O)c2ccco2)CC1	·	·	·	-17%	-8%	?	0%	·	·
CCOc1ccc(NS(=O)(=O)c2cc3c4c(c2)CCN4C(=O)CC3)cc1	0.3%	3%	-4.8	-3%	0%	-25%	-9%	i	3%
Cc1nc2nc(-c3ccco3)[nH]n2c(=O)c1Cc1ccccc1	?	3%	3.8	-6%	2%	·	-8%	i	-1%
O=C(Cn1c(=O)n(Cc2ccco2)c(=O)c2ccccc21)NCC1CCCO1 (configuration not stated)	-0.4%	13%	-0.7	19%	-1%	·	-5%	i	-5%
